# TRAIL sens C8: viability loss with TRAIL in NB7+C8 cells, primary screen, TRAIL sensitizer project, cell-based, ATPlite luminescence; actives 1% (n = 360,000); inhibition (viability loss, TRAIL sensitization), % at 10 µM;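 active = compounds causing at least 50% loss of cell viability in the single-dose screen, relative to plate controls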
# TLR9-MyD88 block: inhibitors of TLR9-MyD88 association in cells, primary screen, cell-based, CHO, BLA complementation, fluorescence | Toll-like receptor 9 (Homo sapiens) + Myeloid differentiation primary response protein … | CCF4 FRET ratio | inhibition, % at 4.98 µM | actives 0.21% (n = 340,000);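 active = inhibition above the mean over all tested compounds plus 3 SD, cut at about 21% in these data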;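 note: 0% = DMSO only wells and 100% = clavulanate BLA inhibitor control wells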
# NCOA3 inh: SRC3 coactivator transcriptional activity inhibitors, primary screen, cell-based, luminescence; Nuclear receptor coactivator 3 (Homo sapiens), Q9Y6Q9; HEK293 GAL4-SRC3 luciferase reporter; inhibition, % at 3.6 µM; actives 0.17% (n = 360,000);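 active = inhibition above a per-campaign cutoff, the mean of all compounds plus 3 SD, cut at about 60% in these data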;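 note: 0% = DMSO-treated cells and 100% = gossypol-treated cells at 36 µM; higher means less SRC3-driven luciferase light from the GAL4 reporter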
# NR2F2 inh: NR2F2 transcriptional activity inhibitors, primary screen, cell-based, luciferase reporter, HEK293T, luminescence | COUP transcription factor 2 (Homo sapiens), P24468 | HEK293T NGFI-A luciferase reporter | inhibition, % at 8.6 µM | actives 0.7% (n = 370,000) | AID 686940, 2013;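 active = inhibition above a per-plate cutoff, mean inhibition of test wells between control levels plus 3 SD, cut at about 38% in these data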;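 note: cells cotransfected with COUP-TFII expression vector driving the NGFI-A reporter; 0% = median of COUP-TF2 test wells and 100% = reporter-only cells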
# Target sequence (P24468 whole entry, looked up): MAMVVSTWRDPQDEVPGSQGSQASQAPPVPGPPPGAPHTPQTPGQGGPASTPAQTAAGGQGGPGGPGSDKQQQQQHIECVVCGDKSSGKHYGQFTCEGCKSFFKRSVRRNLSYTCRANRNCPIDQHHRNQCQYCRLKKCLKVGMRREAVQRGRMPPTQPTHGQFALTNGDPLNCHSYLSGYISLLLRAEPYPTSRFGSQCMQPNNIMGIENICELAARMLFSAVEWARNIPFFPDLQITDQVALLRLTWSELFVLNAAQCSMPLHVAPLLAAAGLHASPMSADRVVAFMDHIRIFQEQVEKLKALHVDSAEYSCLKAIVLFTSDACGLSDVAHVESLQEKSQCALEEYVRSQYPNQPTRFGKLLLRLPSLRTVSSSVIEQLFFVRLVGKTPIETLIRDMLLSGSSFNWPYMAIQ
# SRC1 inh: SRC1 coactivator transcriptional activity inhibitors, primary screen, cell-based, luminescence | actives 0.12% (n = 360,000) | inhibition, % at 3.6 µM | HEK293 GAL4-SRC1 luciferase reporter | AID 588354, 2011;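 active = inhibition above the campaign mean plus 3 SD, with each screening campaign given its own cutoff, cut at about 60% in these data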;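 note: 0% = DMSO treated cells and 100% = gossypol at 36 µM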
# SRC2 inh: inhibition of GAL4-SRC2 driven luciferase reporter, primary screen, SRC2 inhibitor project, cell-based, luminescence; HEK293 GAL4-SRC2 luciferase reporter; Nuclear receptor coactivator 2 (Homo sapiens), Q15596; actives 0.17% (n = 370,000); inhibition, % at 9 µM;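 active = inhibition above the mean inhibition of all tested compounds plus 3 SD, set per campaign, cut at about 52% in these data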;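 note: 0% = DMSO treated cells and 100% = cells given Gossypol at 36 µM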
# LRH-1 inv ag: LRH-1 (NR5A2) inverse agonists, primary screen, cell-based, luminescence, HEK293T, StAR-luciferase reporter. actives 0.13% (n = 360,000). LRH-1 transfected, 24 h. inhibition, % at 3.6 µM. AID 602396, 2012. Nuclear receptor subfamily 5 group A member 2 (Homo sapiens), O00482;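 active = inhibition above the mean inhibition of all tested compounds plus 3 SD, cut at about 73% in these data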;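 note: 0% = DMSO wells and 100% = reporter-only cells lacking LRH-1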
# NOD2 RIPK2 PPI: NOD2-RIPK2 binding disruptors in cells, primary screen, fluorescence, CHO cells, BLA complementation; Receptor-interacting serine/threonine-protein kinase 2 (Homo sapiens), O43353; CCF4 ratio; inhibition, % at 4.98 µM; actives 0.38% (n = 360,000); AID 624267, 2012; in the data active = inhibition above about 21%;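 note: 0% = vehicle only and 100% = reference blocker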
# Target sequence (O43353 whole entry, looked up): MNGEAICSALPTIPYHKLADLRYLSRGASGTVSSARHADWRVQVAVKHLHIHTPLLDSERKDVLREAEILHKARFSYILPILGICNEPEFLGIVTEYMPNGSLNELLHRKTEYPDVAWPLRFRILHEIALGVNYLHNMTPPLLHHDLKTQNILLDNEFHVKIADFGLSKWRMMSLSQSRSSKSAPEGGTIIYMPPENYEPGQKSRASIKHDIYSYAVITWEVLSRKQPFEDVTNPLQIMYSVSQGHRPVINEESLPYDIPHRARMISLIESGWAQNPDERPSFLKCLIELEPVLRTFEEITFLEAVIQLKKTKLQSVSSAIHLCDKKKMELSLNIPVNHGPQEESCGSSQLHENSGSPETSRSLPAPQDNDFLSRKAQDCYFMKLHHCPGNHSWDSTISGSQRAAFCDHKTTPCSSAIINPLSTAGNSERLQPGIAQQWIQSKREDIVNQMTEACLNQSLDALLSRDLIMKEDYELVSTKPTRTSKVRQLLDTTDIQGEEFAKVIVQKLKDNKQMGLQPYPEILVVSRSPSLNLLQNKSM
# EBV LMP1 NFkB: EBV LMP1-driven NF-kappaB luciferase reporter inhibitors, primary screen, cell-based, luminescence, single point; LMP1-induced NF-kappaB luciferase reporter cells; inhibition, % at 12.5 µM; actives 0.69% (n = 350,000); in the data active = inhibition above about 41%;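 note: 0% = neutral control wells and 100% = reference inhibitor control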
# TROY NFkB inh: inhibitors of TROY-driven NF-kB signaling, primary screen, Q293 LMP1-TROYcd cells, NF-kB luciferase, uHTS | Q293 LMP1-TROYcd NF-kB luciferase reporter, 4 h | inhibition, % at 10 µM | actives 0.98% (n = 360,000);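 active = compounds whose plate-normalised and pattern-corrected inhibition of the luciferase reporter signal at the single screening dose is 50% or more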
# TWEAK-Fn14 inh: inhibitors of TWEAK-Fn14 signaling, primary screen, luciferase reporter cells, uHTS; actives 2% (n = 360,000); TWEAK-stimulated Fn14 reporter cells, luciferase luminescence, 8 h; inhibition, % at 10 µM; AID 1159606, 2016; in the data active = inhibition above about 50%
# * hit, by the source's call; . = not tested or not shown.
compound	TRAIL sens C8	TLR9-MyD88 block	NCOA3 inh	NR2F2 inh	SRC1 inh	SRC2 inh	LRH-1 inv ag	NOD2 RIPK2 PPI	EBV LMP1 NFkB	TROY NFkB inh	TWEAK-Fn14 inh
O=C(O)c1ccc(-c2noc(-c3ccccc3C(F)(F)F)n2)cc1	-26.0	-0.9	-60.0	-18.7	-81.8	-57.7	-49.9	3.1	-17.1	-62.5	-27.8
COCC(=O)Nc1cc(C)cn(Cc2cccc(C(F)(F)F)c2)c1=O	-29.1	-2.2	2.5	6.4	-15.8	-10.9	1.0	-5.8	-2.3	0.8	6.2
Cc1cc(C#N)c(C)c(SCc2[nH]nc3c2C(c2ccccc2)C(C#N)=C(N)O3)n1 (configuration not stated)	-13.9	5.6	0.2	0.8	-9.6	-34.9	0.3	-12.3	-1.8	-12.9	-1.7
c1ccc2c(c1)OCCOCCOCCOCCOc1ccccc1OCCOCCOCCO2	8.8	2.6	18.7	8.7	-5.3	16.1	27.1	-10.7	7.5	8.9	2.8
COc1ccc(CN2C(=O)C(CC(=O)NC3CCCCC3)CC(C(=O)N(C(C)C)C(C)C)=C2C)cc1 (configuration not stated)	7.0	-2.8	-23.6	-20.3	-3.0	21.7	1.1	-7.4	-4.3	4.3	-3.2
CCN(CC)S(=O)(=O)c1ccc(OCC(=O)NCc2ccccc2)cc1	-1.7	5.0	-4.7	-3.8	6.8	-11.0	-10.2	-0.2	1.2	-0.4	4.1
CC(=O)N1CCN(C(=S)NCc2ccccc2)CC1	0.9	3.2	11.8	8.3	2.6	3.6	0.3	-7.3	-3.8	-4.5	-3.8
C=CCSc1nnc(-c2cc3c(C(F)(F)F)nn(C)c3s2)n1C	8.6	-8.6	12.1	-6.2	2.0	9.0	-13.3	-8.6	-2.5	-17.6	-18.3

# Reformatted: results already given
# Each structure is followed by: TRAIL sens C8, TLR9-MyD88 block, NCOA3 inh, NR2F2 inh, SRC1 inh, SRC2 inh, LRH-1 inv ag, NOD2 RIPK2 PPI, EBV LMP1 NFkB, TROY NFkB inh, TWEAK-Fn14 inh
Cc1cc(C#N)c(C)c(SCc2[nH]nc3c2C(c2ccccc2)C(C#N)=C(N)O3)n1 (configuration not stated)
  -13.9, 5.6, 0.2, 0.8, -9.6, -34.9, 0.3, -12.3, -1.8, -12.9, -1.7
COCC(=O)Nc1cc(C)cn(Cc2cccc(C(F)(F)F)c2)c1=O
  -29.1, -2.2, 2.5, 6.4, -15.8, -10.9, 1.0, -5.8, -2.3, 0.8, 6.2

# Next section:
compound	TRAIL sens C8	TLR9-MyD88 block	NCOA3 inh	NR2F2 inh	SRC1 inh	SRC2 inh	LRH-1 inv ag	NOD2 RIPK2 PPI	EBV LMP1 NFkB	TROY NFkB inh	TWEAK-Fn14 inh
CCCCCCc1cc2cc(S(=O)(=O)c3ccc(C)cc3)c(=O)oc2cc1O	-11.6	-10.4	-3.4	20.2	-13.2	4.2	-5.8	-1.1	2.7	50.8*	0.6
COCCNC(=O)C1(C)CCN(C(=O)COc2ccc(Cl)cc2Cl)C1 (configuration not stated)	-5.1	.	-13.0	-2.5	0.1	12.3	-9.6	-9.2	.	-3.1	8.7
Cc1c[nH]c2cccc(OCC(O)CNC(C)(C)C)c12 (configuration not stated)	-11.3	-0.8	-6.5	-10.1	-0.2	7.4	8.1	-6.9	3.0	1.4	9.7
Cc1ccnc(N=Cc2nc(-c3ccccc3Br)oc2O)c1	1.1	-3.3	-47.2	-31.4	-104.4	-41.8	-134.2	-15.2	9.3	-55.5	-9.3
CC(=O)Nc1ccc(NC(=O)C(C)OC(=O)CCCOc2ccc(Cl)cc2C)cc1 (configuration not stated)	5.3	4.0	2.9	12.5	-22.6	28.7	8.2	-2.7	2.9	-3.3	-15.9
COc1ccc(-c2noc(CCC(=O)Nc3cc(Cl)c(OC)cc3OC)n2)cc1	15.4	-2.4	-4.5	-9.2	-23.4	-12.4	-38.7	-2.6	-14.7	-23.8	-23.0
CCn1cc(C(=O)N2CCN(C3CCCCC3)CC2)c2cc(OC)c(OC)cc2c1=O	-4.2	6.3	6.7	1.2	7.6	-16.6	15.4	-8.6	3.3	-2.6	-1.2
COc1ccc(OC)c(NC(=O)Nc2nnc(COCCO)s2)c1	-8.6	.	-9.3	0.1	-30.0	13.8	-0.5	-3.3	.	10.1	12.9
COc1ccc(-c2csc(NC3=NCCCCC3)n2)cc1	-2.8	-0.9	-14.6	0.7	-46.9	-21.9	-6.9	-0.6	-12.8	-3.9	-21.3
C=CCNC(=O)CN1CCN(C(c2ccccc2)c2ccccc2)CC1	10.0	-1.4	15.6	-10.4	12.3	-4.8	4.1	-2.1	-3.6	-0.7	-1.7
Fc1cccc(-c2cc3nc4c(c(N5CCOCC5)n3n2)CCCC4)c1	-3.0	4.7	-26.0	-33.8	-49.0	-29.2	-109.2	4.3	-19.4	17.8	6.4
c1coc(-c2nn3c(-c4ccco4)nnc3s2)c1	9.8	-5.9	-9.4	-15.9	-3.5	-13.3	-1.3	-5.1	-3.7	-13.1	-2.0
CCCC(=O)Nc1sc2c(c1C#N)CC(C)(C)NC2(C)C	-1.5	1.0	11.2	0.3	-1.1	1.0	-0.6	-10.2	7.6	14.6	6.4
CNC(=O)COC(=O)c1ccccc1C(=O)c1ccc(Cl)c([N+](=O)[O-])c1	9.3	25.4*	-49.1	-74.0	-75.5	-87.8	-13.1	24.5*	7.5	73.8*	101.0*
O=C(Nc1c(C(=O)N2CCN(c3ccccn3)CC2)oc2ccccc12)c1cccc([N+](=O)[O-])c1	-16.7	0.0	-9.8	0.0	-6.3	15.7	-5.9	-5.7	4.7	10.2	-9.1
O=C(CSc1nc(O)cc(=O)[nH]1)Nc1ccc2c(c1)CCC2	-12.6	-9.1	-17.6	-11.0	-9.0	-26.3	-18.3	-5.1	-8.5	13.3	-2.8
CCC(=O)c1ccc(OCC(=O)Nc2cccc(S(=O)(=O)N3CCCCCC3)c2)cc1	3.3	-7.2	8.3	27.5	-8.8	15.5	2.8	0.7	17.1	31.3	54.5*
Cc1ccc2cc(CN(CCN3CCOCC3)Cc3nnnn3Cc3ccco3)c(=O)[nH]c2c1C	7.1	-7.3	-0.9	1.8	4.5	12.1	-5.4	-8.3	-0.8	-2.5	4.3
CCOC(=O)c1[nH]c2ccc(F)cc2c1NC(=O)CCN1CCSCC1	-12.6	-4.0	5.7	12.7	-6.1	16.8	-12.2	-2.9	6.8	16.4	-22.9
COc1ccccc1N1CCN(C(C)C(=O)N2CC(C)OC(C)C2)CC1 (configuration not stated)	0.9	3.7	6.2	7.2	-3.9	-5.8	-2.0	-0.8	3.5	-7.8	26.9
O=C(OCC(=O)N1CCCC1)c1cc(Cl)ccc1[N+](=O)[O-]	-7.8	13.6	-0.4	-9.9	19.4	-7.9	-6.2	-0.1	0.6	-10.4	28.1
COCCn1c(=NC(=O)c2cc(-c3cccs3)nc3ccccc23)sc2cc(S(N)(=O)=O)ccc21	2.9	-6.2	26.0	12.0	-4.5	-22.4	11.2	-6.3	-9.0	0.4	30.3
O=C(OCC(=O)N1CCCCCC1)c1ccc([N+](=O)[O-])cc1Cl	8.1	-1.3	18.6	-0.1	9.3	-23.2	17.8	-0.8	-12.5	-5.8	4.3
COc1ccccc1-c1noc(-c2ccccc2C(=O)N2CCOCC2)n1	10.0	-1.8	12.3	7.5	-4.3	-31.5	2.8	-9.9	-0.1	-0.3	1.2
CC(=O)Nc1ccc(S(=O)(=O)NCC2CCC(C(=O)NCCCN3CCCC3=O)CC2)cc1 (configuration not stated)	0.0	-0.2	-9.2	-13.8	-9.3	-16.6	-6.2	-9.8	2.8	.	39.3
CCOC(=O)C1CCCCN1S(=O)(=O)c1ccc2c(c1)CC(C)N2C(=O)C1CCC1 (configuration not stated)	8.0	0.4	26.6	16.4	-18.8	2.2	12.4	1.7	16.0	-16.3	1.2
CC(C)(C)C(=O)N1CCN(c2ccc([N+](=O)[O-])cc2-n2cccc2)CC1	-2.7	-10.2	18.9	-7.2	9.4	13.9	6.3	-5.9	8.0	-9.8	-16.4
CCOc1cc(CNCc2ccccn2)ccc1OCC(=O)NC(C)(C)C	0.8	-6.4	10.4	25.2	10.8	0.2	9.4	-16.1	4.1	3.5	-2.0
COc1ccc(OC)c(N)c1	-7.7	6.4	-7.7	-16.5	-40.7	19.1	4.2	-2.3	-0.6	9.7	-5.9
O=C(COC(=O)c1cccnc1Cl)NCCc1ccc(F)cc1	6.5	-16.4	-0.2	-3.2	-12.2	-13.1	14.2	-8.7	2.6	-11.2	1.0
CN(C)S(=O)(=O)c1ccc(N2C(=O)CC2(/C=C/c2ccccc2)C(=O)NC2CCCC2)cc1 (configuration not stated)	11.2	-6.7	14.6	-19.6	7.5	-10.6	-8.5	-6.7	-4.1	6.9	13.3
O=C(Nc1nnc(-c2ccccc2)s1)c1ccccc1O	15.2	-2.6	-14.5	-16.6	-27.0	-18.4	-17.0	-3.3	-21.4	-8.9	22.8
CCN1CCN(C(=S)NCC(C)C)CC1	4.1	-0.3	9.7	2.1	11.3	-14.7	-10.3	-5.7	-10.9	3.8	-14.3
CCCCNC(=O)C1CC(=O)N(CCc2ccc(C)cc2)C1 (configuration not stated)	-20.9	8.0	-1.1	19.3	16.5	10.1	0.5	-0.8	5.1	1.0	-8.4
COc1ccc(NC(=S)N2CCN(C(=O)c3ccco3)CC2)cc1OC	5.0	-15.7	11.1	5.9	-8.8	-62.8	11.9	-12.7	6.0	-9.2	2.2
Cc1ccc(S(=O)(=O)NC(C(=O)OCC(=O)NC2CCS(=O)(=O)C2)C(C)C)cc1 (configuration not stated)	-7.0	-0.2	5.6	7.9	-0.8	-11.0	-14.4	-0.6	-1.5	-13.7	9.2
Cc1ccc(C(=O)Nc2ccc(C(=O)O)cc2NC(=O)c2ccc(C)cc2)cc1	-2.0	-3.3	-53.3	-3.0	-7.1	-8.3	-4.3	13.8	-10.8	13.2	41.0
CCOC(=O)c1sc(SCc2ccccc2)c2c1CC(C)(C)CC2=O	-4.8	-8.8	11.3	-0.4	-13.7	25.2	3.5	-17.4	6.0	5.3	-8.3
COC(=O)c1ccc(COc2ccc(/C=N/O)cc2)o1	2.5	-8.8	-9.8	-49.6	-14.8	-33.5	-3.1	8.6	-12.9	-9.8	-21.5
CCOC(=O)n1c(=O)oc2cc(S(=O)(=O)N3CCOCC3)ccc21	-7.6	1.3	8.0	-1.0	-12.3	14.7	1.5	-2.9	-13.8	-3.5	8.5
O=C(NCC(=O)N(CCc1ccccc1)C(C(=O)NC1CCCCC1)c1ccncc1)c1ccco1 (configuration not stated)	10.1	-9.5	0.3	0.8	-8.2	0.5	-3.5	5.7	1.5	-6.0	7.2

# Compound activity (PubChem)

# The list is partial; rates above refer to the full screens.
